Screening results deposited in PubChem by several laboratories.
CSN deneddyl inh = inhibitors of CSN-mediated cullin deneddylation, primary screen, biochemical, fluorescence polarization, uHTS; COP9 signalosome complex subunit 5 (Homo sapiens), Q92905; Purified CSN, SCF-Nedd8-OG deneddylation; inhibition, % at 12.5 µM; 360,000 compounds, 0.38% hits;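 active = pattern-corrected inhibition above about 35%, with an unprinted fluorescence ratio check between 0.5 and 1.5, limit read from the data, passing the limit was not always enough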;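 note: 0% = enzyme with substrate and 100% = substrate without enzyme; some results filed as inactive read as strong as hits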
Target sequence (Q92905 whole entry, looked up, one chain of several): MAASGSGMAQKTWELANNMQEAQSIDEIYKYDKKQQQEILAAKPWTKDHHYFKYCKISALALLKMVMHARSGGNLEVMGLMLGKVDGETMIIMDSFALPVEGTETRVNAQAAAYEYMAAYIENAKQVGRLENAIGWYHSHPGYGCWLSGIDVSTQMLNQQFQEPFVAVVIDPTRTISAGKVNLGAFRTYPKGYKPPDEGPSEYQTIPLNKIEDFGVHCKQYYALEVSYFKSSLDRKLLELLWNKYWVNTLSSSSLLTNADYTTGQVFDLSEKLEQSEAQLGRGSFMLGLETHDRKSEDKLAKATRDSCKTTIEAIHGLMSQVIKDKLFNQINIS
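Assay system: HEK293T-derived human Csn5 enzyme; quantity: 0.24 nM enzyme; medium: Tris/NaCl/DTT buffer, pH 7.5; also added: substrate SCFSkp2-Nedd8OG, 10 nM; doses: 12.5 µM compound; schedule: 90 min reaction at room temperature; signal: FP; read-out: % inhibition of substrate cleavage by Csn5; benchmarks: substrate-only high control, full reaction low control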
Rpn11 block = Rpn11 (PSMD14) deubiquitinase inhibitors, primary screen, biochemical, fluorescence polarization, uHTS. human 26S proteasome, Ub4-pepOG fluorescence polarization; 20S core pre-blocked with epoxomicin. 360,000 compounds, 0.59% hits. AID 588493, 2011. 26S proteasome non-ATPase regulatory subunit 14 (Homo sapiens), O00487. calls only at 20 µM;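 active = inhibition at 20 µM, scaled to each plate's controls, above about 33%, limit read from the data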
Target sequence (O00487 whole entry, looked up): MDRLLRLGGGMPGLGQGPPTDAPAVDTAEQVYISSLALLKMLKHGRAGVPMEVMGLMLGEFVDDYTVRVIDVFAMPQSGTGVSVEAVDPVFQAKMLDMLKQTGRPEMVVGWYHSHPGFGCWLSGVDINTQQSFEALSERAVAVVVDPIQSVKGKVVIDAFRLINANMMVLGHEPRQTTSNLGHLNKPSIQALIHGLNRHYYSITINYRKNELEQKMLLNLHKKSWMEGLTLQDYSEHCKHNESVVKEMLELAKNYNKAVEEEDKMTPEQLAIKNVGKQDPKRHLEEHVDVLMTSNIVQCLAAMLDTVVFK
Scp-1 inhibitor = Scp-1 phosphatase inhibitors, primary screen, biochemical, colorimetric, uHTS; 340,000 compounds, 0.88% hits; inhibition, % at 20 µM; Recombinant Scp1, phosphopeptide, malachite green phosphate absorbance; AID 493091, 2011;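 active = inhibition above about 50% at 20 µM, limit read from the data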;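 note: plate controls were DMSO wells with enzyme for no effect and wells lacking enzyme for full effect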
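assay system = SCP-1 phosphatase catalytic domain, residues 76-261 | buffer or medium = 50 mM Tris acetate pH 5.5, 0.005% Tween-20, 10 mM MgCl2 | incubation = enzyme reaction 45 min at room temperature, colour 5 min, stabilisation 30 min | signal = Phosphate-binding colour reagent, absorbance read at 630 nm | measure = % inhibition at 20 µM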
Neddylation inh = inhibitors of cullin neddylation, primary screen, biochemical, TR-FRET, uHTS, NAE and Ubc12. NEDD8-conjugating enzyme Ubc12 (Homo sapiens) + NEDD8-activating enzyme E1 regulatory …. 360,000 compounds, 0.58% hits. calls only at 25 µM; in the data active = inhibition above about 36%
DNMT1 block = human DNMT1 methyltransferase inhibitors, primary screen, biochemical, molecular beacon, fluorescence, HinP1I cleavage, uHTS | DNA (cytosine-5)-methyltransferase 1 (Homo sapiens), P26358 | inhibition (reported as % activation of signal), % at 10 µM | AID 588458, 2011 | 360,000 compounds, 0.83% hits; in the data active = inhibition above about 50%
Rin1 Abl inh = inhibitors of Rin1-Abl protein binding, primary screen, biochemical, TR-FRET; inhibition, % at 7.35 µM; AID 588664, 2011; 360,000 compounds, 0.4% hits; Tyrosine-protein kinase ABL1 (Homo sapiens) + Ras and Rab interactor 1 (Homo sapiens), …; in the data active = inhibition above about 5%, passing the limit was not always enough
LMPTP block = LMPTP phosphatase inhibitors, primary screen, biochemical, fluorescence intensity, uHTS; Low molecular weight phosphotyrosine protein phosphatase (Homo sapiens), P24666; recombinant LMPTP-A, OMFP fluorogenic substrate; inhibition, % at 20 µM; 360,000 compounds, 0.22% hits; AID 651560, 2012;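 active = compounds that cut the enzyme signal by at least half of the control window in the single-dose screen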;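 note: plate controls were DMSO wells with enzyme plus substrate for no effect and substrate without enzyme for full effect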
Target sequence (P24666 whole entry, looked up): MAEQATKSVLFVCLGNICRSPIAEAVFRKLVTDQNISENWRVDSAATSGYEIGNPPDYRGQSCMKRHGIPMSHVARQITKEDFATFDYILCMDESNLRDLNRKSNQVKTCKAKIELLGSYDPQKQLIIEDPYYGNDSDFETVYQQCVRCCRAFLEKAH
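Test system: LMPTP-A, protein tyrosine phosphatase of low molecular weight; Input: 0.625 nM enzyme; Incubation: 50 min dark incubation at room temperature; Signal: endpoint fluorescence intensity from OMFP dephosphorylation; Read-out basis: % inhibition versus control wells.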
STEP inh = STEP phosphatase inhibitors, primary screen, biochemical, fluorescence intensity, uHTS; AID 588621, 2011; inhibition, % at 20 µM; 360,000 compounds, 0.25% hits; recombinant STEP, OMFP fluorogenic substrate;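 active = inhibition at 20 µM, scaled per plate between control wells, above about 37%, limit read from the data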;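 note: 0% = DMSO with enzyme and substrate and 100% = substrate only without enzyme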
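material = STEP tyrosine phosphatase | reagent = fluorogenic phosphatase substrate OMFP at 25 µM final | doses = single compound dose of 20 µM, 1% DMSO final | schedule = 20 min reaction, room temperature, in the dark | measured by = fluorescence, 480/540 nm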
SUMO1 PPI mod = modulators of SUMO1 protein-protein interactions, primary screen, biochemical, uHTS; Small ubiquitin-related modifier 1 (Homo sapiens), P63165; SUMO1 binding to a labelled peptide, TR-FRET, 1 h; inhibition, % at 20 µM; 360,000 compounds, 0.33% hits; AID 602429, 2012; in the data active = inhibition above about 37%
Target sequence (P63165 whole entry, looked up): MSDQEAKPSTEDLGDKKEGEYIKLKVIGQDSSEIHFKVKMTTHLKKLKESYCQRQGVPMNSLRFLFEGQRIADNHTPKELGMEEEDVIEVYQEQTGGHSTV
NadD block = inhibitors of S. aureus NadD, primary screen, biochemical, colorimetric, uHTS | Nicotinate-nucleotide adenylyltransferase NadD (Staphylococcus aureus N315) | purified NadD enzyme, colorimetric absorbance read-out | inhibition, % at 20 µM | 360,000 compounds, 0.78% hits | AID 602399, 2012; in the data active = inhibition above about 26%; note: some compounds past the cut are filed as inactive
Starred values were filed as active, the others as inactive; i = inactive; . = no result given; + = active, no number.

SMILES	CSN deneddyl inh	Rpn11 block	Scp-1 inhibitor	Neddylation inh	DNMT1 block	Rin1 Abl inh	LMPTP block	STEP inh	SUMO1 PPI mod	NadD block
CC1(CCc2ccccc2)NC(=O)N(CC(=O)O)C1=O (stereo not given)	1	i	-7	i	3	-6	-0.4	0	1	-3
OC[C@@H]1CN(Cc2ccccc2)C[C@H](n2cnc3c(NCc4ccco4)ncnc32)O1	-2	i	.	i	2	1	-1.3	1	3	-2
Cc1c(NC(=O)c2cccs2)cccc1C(=O)O	3	i	5	i	-1	3	-2.5	-2	3	0
O=C(Cn1c2ccccc2c(=O)c2ccccc21)N/N=C/c1ccc(N2CCCC2)c([N+](=O)[O-])c1	1	i	8	i	43	-3	29	26	-7	27
Cc1ccc(/C=N/Nc2ccc(Cl)nn2)cc1	1	i	0	i	5	-4	-2.9	0	-3	-7
O=C(O)CCCN1C(=O)/C(=C\c2ccco2)SC1=S	42*	i	29	i	58*	2	2.1	12	29	-4
Cc1ccc(C(=O)c2ccc(CC(=O)O)n2C)cc1	-6	i	-9	i	-2	0	-0.4	-3	2	1
COc1cccc2c(=O)c(C(=O)O)c[nH]c12	0	i	-2	.	4	1	-1.8	0	3	-3
Cc1cc(C)cc(NC(=O)C(=O)NCCc2c[nH]c3ccccc23)c1	-1	i	-12	i	-7	-2	3.1	0	4	-9
CC1(C)CC2(CC(c3ccccc3)c3ccc(O)cc3O2)NC(=S)N1 (stereo not given)	-7	i	7	i	-4	1	-0.4	-1	4	9
Cc1ccc(C)c(NC(=O)CN(C)C(=O)c2sccc2C)c1	3	i	3	i	-9	0	0.0	0	4	-8
CC(C)N(C(=S)NCc1ccccc1)c1ccccc1	-4	i	-5	i	-1	-1	0.7	4	2	1
O=C(OCc1ccccc1)N1CCC2CC1c1ccc(N3CCNCC3)cc12 (stereo not given)	2	i	.	i	2	3	0.0	2	-2	-6
COC(=O)Cc1ccc(NC(=S)NCc2ccco2)cc1	4	i	5	i	-6	1	0.7	0	1	-1
O=C(O)CC1S/C(=N/N=C/c2ccc(-c3ccc(Cl)c([N+](=O)[O-])c3)o2)NC1=O (stereo not given)	-3	i	19	i	25	1	1.1	6	9	5
COc1cccc(C(=O)C2CCCN(C(=O)c3ccc(C#CC(C)(C)O)cc3)C2)c1 (stereo not given)	5	i	1	i	0	-2	0.3	-2	0	-4
N#CC1=C(SCC(=O)NC2CCCCC2)NC(=O)CC1c1ccco1 (stereo not given)	-3	i	-7	i	0	2	-1.1	0	4	-4
CC(=O)c1ccc(S(=O)(=O)NCCC(=O)N2CCN(c3ccccn3)CC2)cc1	1	i	-10	i	0	2	-0.7	2	1	-1
O=C(COc1ccc(Cl)cc1Cl)NCC1(N2CCOCC2)CCCCC1	-1	i	-5	i	-3	1	-0.4	-1	0	2
COC1c2ccccc2C(=O)N1CCc1ccc(Cl)cc1 (stereo not given)	0	i	-2	i	1	0	-0.3	2	4	0
COc1ccc(N(C(=O)c2cccnc2)S(=O)(=O)c2ccccc2)cc1	2	i	-7	i	1	4	0.7	1	-5	-6
C=Cc1ccc(Cn2c(C)c(C(=O)NCc3ccc(C#N)cc3)sc2=O)cc1	-3	i	.	i	4	-2	2.8	-1	-2	-7
O=C(Cn1cnc2c(nnn2Cc2ccc(F)cc2)c1=O)NCc1ccco1	-5	i	28	i	16	0	-1.0	6	2	4
Cc1ccc(-n2ncc3c(N4CCN(c5ccc(F)cc5)CC4)ncnc32)c(C)c1	-2	i	6	i	11	4	-0.6	0	-1	2
CCN(CC)C(=O)Oc1ccc(NC(C)=O)cc1	-1	i	-7	i	4	1	-1.2	1	-2	7

Next part; the last two above are carried over.
SMILES	CSN deneddyl inh	Rpn11 block	Scp-1 inhibitor	Neddylation inh	DNMT1 block	Rin1 Abl inh	LMPTP block	STEP inh	SUMO1 PPI mod	NadD block
Cc1ccc(-n2ncc3c(N4CCN(c5ccc(F)cc5)CC4)ncnc32)c(C)c1	-2	i	6	i	11	4	-0.6	0	-1	2
CCN(CC)C(=O)Oc1ccc(NC(C)=O)cc1	-1	i	-7	i	4	1	-1.2	1	-2	7
CC(=O)c1cc(C(C)=O)c(C)nc1C	-4	i	-10	i	1	0	-0.5	-1	0	-5
Cc1ccc(Nc2c([N+](=O)[O-])ccc3c2=NC2(CCCCC2)N=3)cc1	-2	i	-5	i	-12	-8	4.5	6	-24	-5
O=C1N=C(N2CCOCC2)S/C1=C\c1ccccc1OS(=O)(=O)c1ccccc1	0	i	-30	i	-3	-1	-0.9	3	-29	-3
C[C@H](CO)N1C[C@H](C)[C@@H](CN(C)S(=O)(=O)c2cn(C)cn2)Oc2cc(Br)ccc2S1(=O)=O	1	i	.	i	3	-3	-3.1	-2	4	7
C=C(C)c1cccc(C(C)(C)NC(=O)NCc2ccc(OC)cc2)c1	-5	i	-4	i	0	-2	-0.7	2	3	-6
Cc1ccccc1CCN(CC(=O)NCc1ccc(F)cc1)C(=O)c1csnn1	3	i	-5	i	2	1	-0.7	4	6	-6
COc1ccc(OC)c(Nc2nc(-c3c(C)nc4ncccn34)cs2)c1	2	i	-10	i	-3	-2	-1.0	2	-10	2
COc1ccc2c(c1)c(C(=O)N/N=C/c1ccc(O)c(O)c1)c(C)n2C	0	i	6	i	14	2	-1.5	-1	0	6
CC1C(=O)N2CCCc3cc(S(=O)(=O)N4CCN(c5ccccc5F)CC4)cc1c32 (stereo not given)	2	i	-5	i	-1	-3	1.4	1	1	10
O=c1cc(N2CCCCC2)[nH]c(=O)n1C1CCCCC1	0	i	-7	i	-2	1	-1.2	-5	5	-4
Cn1c(=O)[nH]c2cc(Cl)cnc21	8	i	-10	i	0	-1	-2.8	4	-1	-1
Cc1cc(C)cc(-n2c(C)cc(C(=O)CSc3nnnn3C)c2C)c1	1	i	-5	i	-3	1	0.2	0	-1	-5
CCOc1ccc(C(=O)Nc2nnc(S(=O)(=O)Nc3ccccc3C)s2)cc1	1	i	-7	i	4	3	1.0	-1	4	6
COCCn1c(SCC(=O)N2CCc3ccccc3C2)nc2cc(Cl)ccc2c1=O	0	i	-4	i	-2	-2	2.4	3	-3	-3
CC(C)(C)OC(=O)N1CCC(c2cc(=O)n3[nH]c(-c4ccc(Cl)cc4)cc3n2)CC1	4	i	-13	i	-3	2	-1.1	-1	22	10
CN1OC[C@@H]2CN(Cc3ccccc3)[C@H](c3cccc(-c4ccc(C#N)cc4)c3)C[C@@H]21	-4	i	4	i	-10	-2	5.9	5	3	9
Cc1ccc2nc(/C(C#N)=N/O)[nH]c2c1	6	i	-4	i	-3	-1	-3.9	3	-1	5
CN=C(NC#N)SCC(=O)c1ccc(Cl)cc1Cl	-2	i	0	i	0	-2	1.3	3	-6	-5
C#CCNC(=O)C1=C[C@@H](c2ccc(Br)cc2)C[C@@H](OCc2ccc(CO)cc2)O1	0	i	-15	i	-18	0	-1.5	0	-2	-4
Oc1c(C(c2ccccc2)N2CCN(Cc3ccccc3)CC2)sc2ncnn12 (stereo not given)	-5	i	7	i	0	1	-1.6	1	-2	-4
CCOc1cc(C(=O)Nc2ncn[nH]2)cc(OCC)c1OCC	-3	i	-5	i	0	1	-0.1	-5	0	5
CC1CCN(C(=O)C(=O)Nc2sc3c(c2C(=O)O)CC(C)(C)OC3)CC1	2	i	-8	i	4	2	-1.6	8	1	-8
CCOc1ccccc1NC(=O)CN(c1ccc(OC)cc1)S(=O)(=O)c1c(C)[nH]c(=O)[nH]c1=O	4	i	-5	i	4	5	0.8	-4	25	0
COc1ccc(-c2c(=O)n(OCc3ccccc3[N+](=O)[O-])c3ccccc3[n+]2[O-])c(OC)c1	-6	i	-5	i	0	0	0.0	-1	-19	-4
COc1cc(/C=C(\C#N)c2nc3ccccc3s2)ccc1OCC(=O)Nc1ccccc1	40*	.	-9	i	57*	-1	2.2	-4	0	2

One compound at a time, as listed above:
`CCOc1ccccc1NC(=O)CN(c1ccc(OC)cc1)S(=O)(=O)c1c(C)[nH]c(=O)[nH]c1=O` is listed with CSN deneddyl inh: 4; Rpn11 block: i; Scp-1 inhibitor: -5; Neddylation inh: i; DNMT1 block: 4; Rin1 Abl inh: 5; LMPTP block: 0.8; STEP inh: -4; SUMO1 PPI mod: 25; NadD block: 0
`O=C1N=C(N2CCOCC2)S/C1=C\c1ccccc1OS(=O)(=O)c1ccccc1` is listed with CSN deneddyl inh: 0; Rpn11 block: i; Scp-1 inhibitor: -30; Neddylation inh: i; DNMT1 block: -3; Rin1 Abl inh: -1; LMPTP block: -0.9; STEP inh: 3; SUMO1 PPI mod: -29; NadD block: -3

(list continues)
SMILES	CSN deneddyl inh	Rpn11 block	Scp-1 inhibitor	Neddylation inh	DNMT1 block	Rin1 Abl inh	LMPTP block	STEP inh	SUMO1 PPI mod	NadD block
O=C(C1CC1)N1CCN=C1SCc1cccc(F)c1	-4	i	-4	i	-1	-1	0.0	0	-3	10
COc1ccc2oc(C(=O)OC(C)C(=O)N3CCC(C)CC3)c(C)c2c1 (stereo not given)	1	i	3	.	-1	1	3.8	-2	2	-1
O=C(NNC(=S)NC(=O)c1cccc([N+](=O)[O-])c1)c1ccc(O)cc1	0	i	-15	i	-1	0	2.3	2	-29	-2
COc1cccc(OCc2cc(C(=O)NC3CCOCC3)no2)c1	-5	i	3	i	-3	-3	0.5	-3	1	5
COc1ccc(CN2C(=O)c3ccccc3C2c2nnnn2C(C)C)cc1 (stereo not given)	2	.	.	i	.	.	-0.3	.	2	-3
Cc1cc(C)cc(C(=O)NCC(=O)OCc2nc(N)nc(Nc3ccccc3C)n2)c1	-4	i	-8	i	1	1	-0.3	-1	2	1
O=C(NCCc1cccc(F)c1)C1CCN(S(=O)(=O)c2ccc(F)cc2)CC1	-4	i	-13	i	0	-3	-1.9	1	4	-4
COc1ccc(CC(=O)Nc2nnc(SCC(=O)NCc3ccco3)s2)cc1OC	6	i	10	i	2	-3	0.3	1	0	1
O=[N+]([O-])c1ccc(N2CCCCC2)s1	24	+	-1	i	0	-20	10	12	-64	0
COc1ccc(C(=O)NC2CCCCC2)cc1S(=O)(=O)N1CCOCC1	-1	i	-8	i	3	2	-1.4	-3	1	-7
